ADAM10 inh: human ADAM10 inhibitors, primary screen, biochemical, QFRET, HTS; Disintegrin and metalloproteinase domain-containing protein 10 (Homo sapiens), O14672; recombinant ADAM10, EDANS/DABCYL FRET peptide cleavage, 3 h; inhibition, % at 7 µM; 370,000 tested, 0.62% active;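 active = inhibition above a per-campaign cutoff equal to the mean of compounds falling between control-based bounds plus 3 SD, cut at about 20% in these data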;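 note: 0% = DMSO wells while the 100% control is not disclosed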
Tn7 DDE FP: inhibitors of Tn7 peptide binding to fibrin DD(E), primary screen, biochemical, fluorescence polarization, human fibrin, Tn7 probe; Fibrinogen beta chain (Homo sapiens), P02675; FP displacement of FITC-Tn7 peptide from fibrin DD(E); 0% = median of compound wells per plate; inhibition, % at 8.3 µM; 370,000 tested, 0.13% active; AID 720508, 2013;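 active = inhibition above the mean of compounds falling within the control limits plus 3 SD of them, cut at about 14% in these data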;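 note: 0% = plate median of compound wells and 100% = 10 µM Aha-Tn7 peptide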
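Assay system: Fibrin-DD(E) protein isolated from polymerized human fibrin clots; read-out basis: percent inhibition; medium: Tris/NaCl/CaCl2 buffer, pH 7.8; signal: FP measurement; incubation: 10 min plus 3 h, room temperature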
PLC-beta3 inh: human PLC-beta3 inhibitors, primary screen, biochemical, fluorescence. AID 720704, 2013. 1-phosphatidylinositol 4,5-bisphosphate phosphodiesterase beta-3 (Homo sapiens), Q01970. 370,000 tested, 0.18% active. inhibition, % at 12.2 µM. Purified PLC-beta3, fluorogenic substrate; in the data active = inhibition above about 11%;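 note: 0% = median of compound wells on plate and 100% = full blocker control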
SIAE primary: human SIAE inhibitors, primary screen, biochemical, fluorescence polarization, FP-Rh probe, 1536-well HTS; inhibition, % at 9.66 µM; 370,000 tested, 0.69% active; SIAE FP-Rh probe binding;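 active = inhibition above a cutoff: mean of compounds within the control limits plus 3 SD of those, cut at about 17% in these data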;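 note: 0% = plate median of compound wells and 100% = probe without SIAE protein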
ASAP1 GAP inh: inhibitors of human ASAP1 ArfGAP activity, primary screen, biochemical, fluorescence polarization; Arf-GAP with SH3 domain, ANK repeat and PH domain-containing protein 1 (Homo sapiens), …; ASAP1-stimulated ARF1 GTP hydrolysis, GDP FP detection; inhibition, % at 16.5 µM; 360,000 tested, 0.19% active; AID 624377, 2012; in the data active = inhibition above about 25%;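 note: 0% = vehicle with enzyme and substrate and 100% = no enzyme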
PLC-gamma1 inh: PLC-gamma1 enzyme inhibitors, primary screen, biochemical, fluorescence, purified enzyme | 1-phosphatidylinositol 4,5-bisphosphate phosphodiesterase gamma-1 (Homo sapiens), P19174 | fluorogenic substrate | inhibition, % at 12.2 µM | 370,000 tested, 0.84% active; in the data active = inhibition above about 9.5%
TDP2 inh: human TDP2 enzyme inhibitors, primary screen, biochemical, epi absorbance, recombinant enzyme. Tyrosyl-DNA phosphodiesterase 2 (Homo sapiens), O95551. T5PNP hydrolysis, p-nitrophenol absorbance 415 nm. inhibition, % at 12.8 µM. 370,000 tested, 0.34% active;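 active = inhibition above the mean of all tested compounds plus 3 SD, set per campaign, cut at about 25% in these data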;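 note: 0% = DMSO with enzyme and 100% = buffer with substrate but no TDP2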
Target sequence (O95551 whole entry, looked up): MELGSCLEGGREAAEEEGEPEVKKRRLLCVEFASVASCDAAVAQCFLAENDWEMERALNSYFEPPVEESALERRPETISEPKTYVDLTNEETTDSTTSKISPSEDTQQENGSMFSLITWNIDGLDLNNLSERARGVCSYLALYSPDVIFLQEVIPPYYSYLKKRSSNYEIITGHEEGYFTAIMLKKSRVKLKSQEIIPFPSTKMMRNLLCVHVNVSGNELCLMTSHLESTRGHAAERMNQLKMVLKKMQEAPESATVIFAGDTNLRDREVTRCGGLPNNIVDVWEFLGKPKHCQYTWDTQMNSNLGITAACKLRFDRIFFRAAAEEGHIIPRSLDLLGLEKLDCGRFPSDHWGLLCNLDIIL
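Assay system: recombinant human TDP2 / Reagent: T5PNP substrate at 5 mM, a TopII-DNA adduct mimic / Measured by: epi absorbance from released p-nitrophenol / Evaluation: % inhibition relative to enzyme-containing and enzyme-free wells / Control set: enzyme-free and DMSO wells / Replicates: each compound tested once, singlicate / Schedule: enzyme reaction with compound for 2 h at 37 °C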
ADAM17 inh: ADAM17 inhibitors, primary screen, biochemical, QFRET; Disintegrin and metalloproteinase domain-containing protein 17 (Homo sapiens), P78536; recombinant ADAM17, EDANS/DABCYL FRET peptide cleavage; inhibition, % at 6.95 µM; 370,000 tested, 0.83% active; AID 720648, 2013;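 active = inhibition above the mean of compounds lying between control limits plus 3 SD, set per campaign, cut at about 8.5% in these data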;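 note: 0% = DMSO-only wells as the low control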
Target sequence (P78536 215-824 limits assumed): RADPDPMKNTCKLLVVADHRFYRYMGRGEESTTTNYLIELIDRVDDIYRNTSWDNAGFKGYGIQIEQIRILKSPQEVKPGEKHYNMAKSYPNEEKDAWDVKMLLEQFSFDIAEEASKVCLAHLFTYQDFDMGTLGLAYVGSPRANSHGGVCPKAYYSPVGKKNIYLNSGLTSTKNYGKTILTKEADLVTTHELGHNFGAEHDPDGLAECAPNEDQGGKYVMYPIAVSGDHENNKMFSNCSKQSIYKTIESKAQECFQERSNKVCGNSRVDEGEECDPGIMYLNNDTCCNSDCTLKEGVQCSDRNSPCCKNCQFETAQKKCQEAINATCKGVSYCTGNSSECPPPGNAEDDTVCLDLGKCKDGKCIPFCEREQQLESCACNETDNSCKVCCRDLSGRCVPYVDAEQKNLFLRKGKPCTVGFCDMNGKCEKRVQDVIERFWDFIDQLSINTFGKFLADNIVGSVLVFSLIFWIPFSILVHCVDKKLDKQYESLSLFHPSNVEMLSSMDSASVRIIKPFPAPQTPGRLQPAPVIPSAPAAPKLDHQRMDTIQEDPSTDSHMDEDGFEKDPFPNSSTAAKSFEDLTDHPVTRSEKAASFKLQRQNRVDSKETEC
ARFGAP1 inhibitor: inhibitors of rat ARFGAP1 GAP activity, primary screen, biochemical, fluorescence polarization, GDP tracer. 360,000 tested, 0.26% active. Arfgap1-stimulated ARF1 GTP hydrolysis, GDP FP detection. inhibition, % at 16.5 µM. AID 651572, 2012;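 active = inhibition above a per-plate limit, mean inhibition of low control wells plus 3 SD, cut at about 25% in these data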;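 note: 0% = DMSO wells with enzyme and 100% = wells lacking Arfgap1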
Target sequence (Q62848 1-136 limits assumed): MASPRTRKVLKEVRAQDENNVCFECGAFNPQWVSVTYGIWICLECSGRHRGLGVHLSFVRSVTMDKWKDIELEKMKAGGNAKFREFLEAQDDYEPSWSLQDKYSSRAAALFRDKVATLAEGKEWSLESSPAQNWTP
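Material: truncated rat Arfgap1 GAP domain; Incubation: compound-enzyme preincubation 20 min, reaction 120 min, detection 60 min, 25 °C; Read-out: percent inhibition of Arfgap1-stimulated GTP hydrolysis; Technique: FP, GDP Alexa 633 tracer displaced from anti-GDP antibody, 620/688 nm; Controls: No-Arfgap1 wells (100%) versus DMSO full-reaction wells (0%); Replication: single well per compound.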
DDE Tn6 FP inh: inhibitors of Tn6 peptide binding to fibrin DD(E), primary screen, biochemical, fluorescence polarization, human fibrin, Tn6 probe. Fibrinogen beta chain (Homo sapiens), P02675. Fibrin DD(E) TRITC-Tn6 fluorescence polarization displacement. inhibition, % at 8.3 µM. 370,000 tested, 0.21% active. AID 720509, 2013;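 active = inhibition above a per-campaign cutoff: mean of compounds within control limits plus 3 SD, cut at about 15% in these data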;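 note: 0% = median of all compound wells on the plate and 100% = blocking peptide control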
Numbers without * were called inactive; i = inactive; x = not tested or not shown.

SMILES | ADAM10 inh | Tn7 DDE FP | PLC-beta3 inh | SIAE primary | ASAP1 GAP inh | PLC-gamma1 inh | TDP2 inh | ADAM17 inh | ARFGAP1 inhibitor | DDE Tn6 FP inh
CC(C)c1nnc(NC(=O)CCC(=O)N2CCN(c3ccccn3)CC2)s1 | -14 | 1 | 4 | -4 | -3 | 5 | -12 | -7 | 7 | 1
Cc1ccc(NC(=S)NCC2CCCO2)cc1C (stereo not drawn) | 1 | 3 | 5 | 10 | -1 | 2 | 12 | 2 | -2 | 4
CCOc1ccc2nc(NC(=O)c3ccc(C)o3)sc2c1 | -90 | 2 | -132 | -4 | -6 | -88 | -15 | -37 | 2 | -2
CC1=NNC(=O)C1Cc1ccccc1C (stereo not drawn) | 3 | 7 | -4 | 3 | 11 | 3 | 8 | -2 | -7 | 6
O=C(NCc1cccnc1)c1cccn2c(=O)c3sccc3nc12 | -271 | -5 | i | 6 | 2 | i | -2 | -76 | -13 | -2
COC(=O)[C@]12CCCCC=C1N(Cc1ccc3c(c1)OCO3)C(=O)[C@H](CC(=O)NCCc1ccccc1OC)C2 | 6 | -7 | 1 | 0 | 10 | 2 | -1 | 3 | 11 | 2
COc1cccc(NC(=O)CN(C)CC(=O)NCc2ccc(F)cc2)c1 | -6 | 7 | 0 | 5 | -2 | 0 | -1 | -1 | 4 | 7
Cc1ccnc2nc(C(=O)NC3=NCCS3)nn12 | -2 | 2 | 1 | -5 | 0 | -2 | 13 | -4 | -5 | 9
O=C(COC(=O)COc1ccc(Cl)cc1Cl)NC1CCCCCC1 | 8 | -2 | -7 | 7 | -5 | -1 | 0 | 2 | 0 | 5
CCCNC(C)(C)COC(=O)c1ccccc1 | 0 | -3 | 2 | 1 | -5 | -1 | 0 | -2 | 2 | 4
COc1ccc(NC(=O)C(c2ccccc2F)n2c(=O)c(-c3ccco3)nc3ccccc32)cc1 (stereo not drawn) | -22 | -2 | -20 | -3 | 13 | -14 | 12 | -5 | 1 | -4
Cc1c(Cl)cccc1NC(=O)CCN1CCC(C(N)=O)CC1 | -9 | 1 | -1 | 3 | -11 | 5 | -22 | -2 | 6 | -4
CCCN(CCC)C(=O)Cn1c(=O)n(CCC(=O)NCCc2ccccc2)c(=O)c2ccccc21 | -1 | -3 | 3 | 7 | -4 | 4 | 19 | -4 | 2 | -2
Fc1ccc(-n2nnnc2-c2ccccc2Cl)cc1 | 3 | -6 | 4 | -7 | 4 | 7 | -16 | 2 | 9 | 3
COc1ccc(/C=N/NC(=O)c2ccccc2NC(=O)c2ccco2)c(OC)c1 | 2 | 6 | -12 | -7 | -4 | -7 | -11 | -5 | 1 | 0
CCC(C)N(C(=O)c1csnn1)C(C(=O)NC1CCCC1)c1ccccc1F (stereo not drawn) | 0 | 10 | 0 | 2 | -11 | 1 | 6 | 1 | -8 | 1
O=C(Nc1ccc2ccccc2c1)NC1CCCCN(Cc2ccc(Cl)cc2)C1=O (stereo not drawn) | 3 | 1 | 3 | 1 | x | 3 | -1 | 2 | x | 2
Cn1c(N)c(C(=O)COC(=O)C2CCCN2C(=O)c2cccs2)c(=O)n(C)c1=O (stereo not drawn) | -9 | -7 | -3 | -1 | 4 | 0 | 2 | -5 | -2 | -2
COc1ccc(-n2c(Cc3cccn3C)nnc2SCC(=O)Nc2cc(C)cc(C)c2)cc1 | -9 | 2 | -4 | -1 | 3 | -2 | -7 | 1 | 5 | 0
COc1ccc(OC)c(N(CC(=O)Nc2cccc3ccccc23)S(C)(=O)=O)c1 | 14 | 4 | -9 | 5 | -1 | 5 | -12 | 1 | -11 | 10
CCCOC(=O)CSc1nnc(-c2ccc(Cl)cc2Cl)o1 | 2 | 8 | -1 | 2 | -4 | 1 | 8 | -2 | 11 | -3
O=C(CSc1ccc(Cl)cc1)N/N=C/c1cccnc1 | -6 | -7 | -7 | -4 | 1 | -1 | 0 | -5 | 9 | -4
Cc1cccc(Nc2cc(=O)n(C)c(=O)n2C)c1 | -12 | 3 | 3 | -1 | -16 | 1 | 6 | -2 | 1 | -1
Cc1cc(C)c(NC(=O)COC(=O)/C=C/c2cccs2)c(C)c1 | 2 | 7 | 0 | 6 | 11 | -1 | 3 | -2 | -4 | 8
CC(=O)Nc1ccc(-c2ccnc3c2CC(C(=O)Nc2cccc(C(F)(F)F)c2)O3)cc1 (stereo not drawn) | 0 | 6 | -1 | -32 | 11 | -1 | -8 | -1 | 15 | -1
CCOc1ccc(NC(=S)NNC(=O)CC(C)O)cc1 (stereo not drawn) | -12 | 0 | -1 | 2 | 4 | 0 | 5 | -4 | 14 | -9
COc1ccccc1C(=O)NCC(=O)NNC(=O)C1COc2ccccc2O1 (stereo not drawn) | -2 | 0 | -8 | -7 | 7 | 3 | -1 | -3 | -7 | 3
COc1ccc(CCN(C(=O)Cn2nnc3ccccc32)C(C(=O)NCC2CCCO2)c2ccncc2)cc1OC (stereo not drawn) | 1 | 6 | -7 | -3 | 1 | -1 | -11 | -5 | 0 | 4
O=C(CSC(=S)N1CCCCC1)Nc1nc(-c2ccccc2)c(-c2ccccc2)o1 | 2 | -1 | 1 | 1 | 5 | 0 | -3 | 0 | 6 | 2
CC1CCN(CCCNC(=O)c2ccc3c(=O)n(CCc4ccccc4)c(=O)[nH]c3c2)CC1 | -70 | -1 | -121 | -8 | -6 | -86 | -22 | -20 | -9 | 0
OC(Cc1ccccc1Br)c1ncc(-c2cccc(C(F)(F)F)c2)[nH]1 (stereo not drawn) | 3 | 3 | 1 | -4 | 12 | 1 | 5 | 3 | 10 | -5
O=C(CCc1ccccc1)OCCN1CCOCC1 | -6 | 6 | 0 | -1 | -3 | 0 | -5 | 0 | 4 | -7
C=C1C(=O)OCC2C(C(=O)O)=CC3C(C)C(C)=CC123 (stereo not drawn) | -23 | 1 | 0 | -7 | 12 | 5 | 10 | -2 | 5 | -1
CC(C)COC(=O)n1c(=O)oc2cc(S(=O)(=O)N3CCCCC3)ccc21 | 9 | 2 | 0 | -13 | 10 | 0 | -5 | 3 | 3 | 8
CCn1cc(SCC(=O)NC2CCCC2)c2ccccc21 | -7 | 2 | -3 | 11 | 1 | 2 | -4 | 1 | 10 | 12
COc1cccc2cc(C(=O)CS(=O)(=O)c3ccc(Cl)cc3)c(=O)oc12 | 3 | 0 | -24 | 1 | -8 | -9 | 13 | -4 | -5 | -5
CC(C)OP(=O)(OC(C)C)C(Nc1ccc([N+](=O)[O-])cc1)c1cccc([N+](=O)[O-])c1 (stereo not drawn) | -3 | -4 | -3 | 2 | 8 | 1 | -1 | 1 | -8 | -6
COc1ccc(NC(=O)Nc2cc(C)ccc2F)cc1 | 14 | 7 | -1 | 3 | 1 | 1 | 6 | 5 | -5 | 5
Cn1cc(CNCc2ccccc2OCC(O)CN2CCc3ccccc3C2)cn1 (stereo not drawn) | -1 | -4 | -5 | 6 | -4 | -1 | -1 | -2 | -7 | -6
Cc1csc(=O)n1CCC(=O)NCc1ccc(F)cc1 | -6 | 0 | -3 | -1 | 2 | 2 | -9 | -1 | -6 | 0
O=C(NCCCN1CCCC1=O)c1ccc(Cl)c(NS(=O)(=O)c2ccc(F)cc2)c1 | -15 | 0 | 2 | 0 | 2 | 4 | -6 | -4 | -3 | 5
O=C(O)c1cc([N+](=O)[O-])cc2ccccc12 | 0 | -3 | -1 | -2 | 1 | -1 | -5 | 0 | 18 | 4
NC(=O)CSc1cn(CCNC(=O)c2cccs2)c2ccccc12 | -8 | -6 | 3 | 1 | -6 | 0 | 3 | -2 | -8 | -4
CCCNC(=O)c1c(Cl)cnn1-c1ccc(C)cc1 | 0 | -5 | 4 | 0 | 4 | 0 | -8 | 1 | 11 | 1
N/C(=N\NS(=O)(=O)c1ccccc1Cl)c1ccccn1 | -2 | -3 | -8 | 5 | 2 | 0 | 7 | 0 | -10 | 0
CC(=O)Nc1cc2c(cc1C(C)=O)OCCO2 | -53 | 10 | -114 | 3 | 6 | -92 | 6 | -19 | 1 | 11
COc1ccc(CCCNC(=O)C2(C)Cc3c(-c4ccc(C(N)=O)cc4)ccnc3O2)cc1 (stereo not drawn) | -5 | -3 | 2 | 6 | 4 | 2 | -3 | -2 | 1 | -7
Cc1ccc(CC(=O)N2CCC(c3nc4c(nnn4Cc4ccccc4)c(=O)[nH]3)CC2)cc1 | -3 | -6 | -1 | -4 | 7 | -2 | -5 | 2 | -6 | -2
O=C(NCc1cccnc1)C1CCN(S(=O)(=O)c2cccnc2)CC1 | 12 | 0 | 1 | 1 | 11 | 3 | 5 | -3 | 13 | -2
Cc1ccc2nc(/C(C#N)=C/c3ccc(-c4cccc([N+](=O)[O-])c4)o3)[nH]c2c1 | -12 | -7 | -16 | -5 | 6 | -11 | 5 | -3 | 5 | 7
O=C(NCCc1cccc(Cl)c1)c1cccs1 | 5 | -5 | -3 | -1 | -5 | 1 | 8 | 0 | 1 | -1

Two records picked at random from those above, as already listed:
SMILES | ADAM10 inh | Tn7 DDE FP | PLC-beta3 inh | SIAE primary | ASAP1 GAP inh | PLC-gamma1 inh | TDP2 inh | ADAM17 inh | ARFGAP1 inhibitor | DDE Tn6 FP inh
COc1ccc(CCN(C(=O)Cn2nnc3ccccc32)C(C(=O)NCC2CCCO2)c2ccncc2)cc1OC (stereo not drawn) | 1 | 6 | -7 | -3 | 1 | -1 | -11 | -5 | 0 | 4
CCOc1ccc2nc(NC(=O)c3ccc(C)o3)sc2c1 | -90 | 2 | -132 | -4 | -6 | -88 | -15 | -37 | 2 | -2

Reformatted with tabs: 2 of the compounds above
molecule	ADAM10 inh	Tn7 DDE FP	PLC-beta3 inh	SIAE primary	ASAP1 GAP inh	PLC-gamma1 inh	TDP2 inh	ADAM17 inh	ARFGAP1 inhibitor	DDE Tn6 FP inh
O=C(O)c1cc([N+](=O)[O-])cc2ccccc12	0	-3	-1	-2	1	-1	-5	0	18	4
NC(=O)CSc1cn(CCNC(=O)c2cccs2)c2ccccc12	-8	-6	3	1	-6	0	3	-2	-8	-4
